From PubChem BioAssay
IP6K1 inhibitor: IP6K1 kinase inhibition; Q92551; IP6K1 kinase, ADP-Glo luminescence, 2 h; active compounds read low; activity change, % (series mostly up to about 58 µM); 0.81% of 140,000 active; AID 1645851; in the data active = activity change below about -25%
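ADP-Glo luminescence measures ADP made by human IP6K1 during a 2 h RT reaction with ATP/IP6 (mix at 1.3 mM/130 uM); top library doses 57.5 and 19.1 uM final.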
Luciferase inh: inhibitors of firefly (Photinus pyralis) luciferase; purified P. pyralis luciferase, luminescence, biochemical; 2.5% of 76,000 active; Potency, µM (highest dose often 115 µM), inactives show at the top dose activity change, negative = inhibition, actives largely listed as inhibitors; also: potency is read from the fitted curve at half-maximal effect; nearly all actives have a fitted effect of over 65% in size
Target sequence (P08659 whole entry, looked up): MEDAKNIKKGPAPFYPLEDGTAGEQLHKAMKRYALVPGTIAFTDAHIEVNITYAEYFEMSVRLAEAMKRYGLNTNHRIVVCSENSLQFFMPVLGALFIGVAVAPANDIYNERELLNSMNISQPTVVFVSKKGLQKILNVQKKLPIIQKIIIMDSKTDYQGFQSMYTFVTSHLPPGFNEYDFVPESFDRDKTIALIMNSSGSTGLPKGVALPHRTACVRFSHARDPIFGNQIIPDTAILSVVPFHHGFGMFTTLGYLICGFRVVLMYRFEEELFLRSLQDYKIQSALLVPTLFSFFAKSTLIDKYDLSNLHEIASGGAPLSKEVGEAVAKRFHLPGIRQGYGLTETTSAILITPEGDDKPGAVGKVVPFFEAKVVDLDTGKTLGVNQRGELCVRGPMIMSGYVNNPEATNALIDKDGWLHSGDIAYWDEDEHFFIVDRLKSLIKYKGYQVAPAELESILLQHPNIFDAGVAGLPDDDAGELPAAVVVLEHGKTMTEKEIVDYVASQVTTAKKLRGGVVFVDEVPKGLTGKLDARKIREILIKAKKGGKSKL
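Cell-free enzyme assay, 10nM P. pyralis luciferase, luciferin and ATP each at 10uM. Inhibition profiled over a 6-point titration, read as luminescence.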
NIH3T3 tox: cytotoxic compounds in NIH 3T3 cells. NIH 3T3 viability, CellTiter-Glo ATP luminescence, 48-72 h. Potency, µM (highest dose often 96.7 µM), for inactives: at the top dose activity change, negative = cytotoxicity, usual class: inhibitors. 4.3% of 94,000 active. AID 1345082; also: potency is read from the fitted curve at half-maximal effect; nearly all actives have a fitted effect of over 55% in size
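ATP-dependent luminescence (CellTiter-Glo) served as the viability signal for NIH 3T3 cells treated with compound for 48 or 72 hr at 37 °C.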
SNCA expr inh: inhibitors of alpha-synuclein (SNCA) gene expression; AID 1671194; HEK-293 SNCA-luciferase knock-in, luminescence, 24 h; Potency, µM (titrated, usually from 57.2 µM), for the others: top-dose activity change, negative = inhibition, most hits filed as inhibitors; 0.17% of 140,000 active;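 also: potency is read from the fitted curve at half-maximal effect; plate controls were DMSO cells for no effect and cell-free wells for full effect; nearly all actives have a fitted effect of over 45% in size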
GPT2 inh: blocks human glutamate pyruvate transaminase 2 | Potency, µM (highest dose often 57.7 µM), inactives show top-dose activity change, negative = inhibition, usual class: inhibitors | AID 1671188 | 0.25% of 100,000 active | Q8TD30 | Recombinant GPT2, coupled pyruvate oxidase/HRP Amplex Red fluorescence; also: potency is read from the fitted curve at half-maximal effect; nearly all actives have a fitted effect of over 60% in size; many of its hits are not listed in these tables
Target sequence (Q8TD30 whole entry, looked up): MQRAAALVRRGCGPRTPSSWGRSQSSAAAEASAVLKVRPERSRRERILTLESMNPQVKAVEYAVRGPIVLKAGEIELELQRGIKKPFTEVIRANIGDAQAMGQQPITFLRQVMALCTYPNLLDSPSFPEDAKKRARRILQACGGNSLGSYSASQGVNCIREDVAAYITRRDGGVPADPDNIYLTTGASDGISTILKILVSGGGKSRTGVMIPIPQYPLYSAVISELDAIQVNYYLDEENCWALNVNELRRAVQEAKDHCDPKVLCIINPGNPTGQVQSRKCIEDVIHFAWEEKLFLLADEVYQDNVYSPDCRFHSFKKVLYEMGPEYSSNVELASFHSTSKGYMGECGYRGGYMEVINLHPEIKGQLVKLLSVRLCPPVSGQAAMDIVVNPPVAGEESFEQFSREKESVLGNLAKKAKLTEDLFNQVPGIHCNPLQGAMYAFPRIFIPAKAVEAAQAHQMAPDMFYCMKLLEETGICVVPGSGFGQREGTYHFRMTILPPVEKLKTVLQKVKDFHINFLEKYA
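Recombinant GPT2 (10ng/uL) with 250uM a-KG and 2mM L-alanine, 30 min at room temperature, in HEPES pH 7.5 buffer. Pyruvate detected by pyruvate oxidase/HRP/Amplex Red fluorescence after 30 min in the dark; AOA (50uM) as positive control.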
HEK293 viab: reduces viability of HEK-293 SNCA reporter cells; HEK-293-SNCA-luc viability, GF-AFC fluorescence, 24 h; Potency, µM (series often up to 57.1 µM), for the others: at the highest dose activity change, negative = cytotoxicity, usual class: cytotoxic; 0.12% of 150,000 active;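 also: potency is read from the fitted curve at half-maximal effect; 0% = DMSO-treated cells and -100% = medium-only wells without cells; nearly all actives have a fitted effect of over 30% in size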
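HEK-293-SNCA-luc cells (1500/well) plated 24 h, then exposed 24 h to a dilution series; GF-AFC added 30 min at 37C, fluorescence 405/540 nm; normalised to medium-only and DMSO wells, Hill fit.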
HEK cytotox: HEK 293 cell cytotoxicity | AID 1345083 | Potency, µM (doses to about 115 µM), for the others: at the top dose activity change, negative = cytotoxicity, most hits filed as inhibitors | 6.6% of 94,000 active | HEK 293 viability, ATP luminescence (CellTiter-Glo), 48-72 h; also: potency is read from the fitted curve at half-maximal effect; nearly all actives have a fitted effect of over 60% in size
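HEK 293 cells at 250 cells/well were exposed to compounds by pintool transfer for 48 or 72 hr at 37 degree Celsius, 5% CO2. Viability was read as ATP-coupled luminescence with CellTiter-Glo after 10 min at room temperature.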
Active calls of the source: *; i = inactive; u = inconclusive; x = not tested or not shown; & = joins results of further samples; ! = not confirmed by another sample; [ ] = another dose, or the depositor's remark. Unless noted, calls follow the shape of the dose curve; as a rule, active = well fitted curve in the direction sought with a large enough effect; inconclusive = small, poorly fitted or top-dose-only effect, or another doubt; inactive = no such curve, though single readings can be large; an effect the other way counts as inactive or inconclusive. Unless noted, % is scaled to controls: 0 for no effect and ±100 for the full control effect.

Molecule	IP6K1 inhibitor	Luciferase inh	NIH3T3 tox	SNCA expr inh	GPT2 inh	HEK293 viab	HEK cytotox
CCN(CC)Cc1nc(C2(O)CCN(C3CCN(C(C)=O)CC3)CC2)cs1	7	-8%[172 µM]	-19%[174 µM]	0%[87.6 µM]	-10%[88.5 µM]	1%[87.6 µM]	0%[172 µM]
O=C1c2cnc(-c3ccc(F)cc3)nc2OCCN1Cc1ccc(F)cc1F	0	3%[172 µM]	u	11%[87.6 µM]	i	5%[87.6 µM]	u
CC(=O)Nc1nc2c(s1)C[C@@H]1[C@](C)(CO)[C@H](O)CC[C@@]1(C)[C@@H]2CC(=O)NC1CC1	11	-12%[172 µM]	-18%[138 µM]	8%[87.6 µM]	u	-10%[87.6 µM]	-11%[172 µM]
COc1ccc(CC(=O)N2C[C@@H]3C[C@H](C2)c2c(-c4ccc(NC(C)=O)cc4)ccc(=O)n2C3)cc1	7	-4%	5%	26%	5%	0%	2%
O=C([C@@H]1C[C@H](Oc2cccnc2)CN1C(=O)c1cnccn1)N1CCCC1	4	1%	-28%	-5%	i	-5%	-11%
Cc1ccc(CN2C[C@@H](CO)[C@H](c3nc(C)no3)C2)cc1	-3	-1%	-5%	-17%	-3%	0%	i
Cc1cccc(NC(=O)N2CC(C(=O)N(C)C)C3(CCOCC3)C2)c1C (configuration not stated)	29	-1%	-20%	-7%	i	-14%	-11%
O=C(CCC1N=C2c3ccccc3N=C(SCC(=O)NCCc3ccccc3)N2C1=O)NCc1ccc(F)cc1 (configuration not stated)	-9	x	x	18%	x	-1%	x
CCC1(CC)CCN(C(=O)c2coc(COc3ccc4sc(C)nc4c3)n2)C1	30	-12%	u	-4%	0%[11.5 µM]	-2%	u
COc1ccc(Cl)cc1-c1ccc2c(c1)C(=O)N1CCN(C(=O)[C@@H](O)c3ccccc3)C[C@H]1C(=O)N2	1	-10%	u	-11%	-13%	2%	u
Cc1nc(SCC(=O)Nc2ccc(C(=O)O)cc2)n[nH]1	-9	x	x	68%[activator]	x	10%	x
COc1ccc(CNC(=O)[C@@H]2Cc3cn(Cc4ccncc4)c4cccc(c34)[C@H](CC(C)C)N2)cc1	-5	-8%	79µM*	-22%	-42%	0%	40µM*
CC[C@@H]1[C@H](NC(=O)C2(c3ccc(S(C)(=O)=O)cc3)CCC2)[C@@H]2CCO[C@H]12	-6	7%	-16%	8%	1%	-1%	-10%
COc1ccc(-c2noc(-c3nnn4c3COC(c3ccc(C)cc3C)C4)n2)cc1F (configuration not stated)	2	-5%	i	11%	2%	4%	2%
COc1ccc(NC(=O)CCC2CCCN(S(=O)(=O)c3ccccc3)C2)cc1F (configuration not stated)	5	-16%	u	-9%	-2%	-22%	u
Cc1cn2nc(C(=O)Nc3ccc(Cl)cc3)cc2c(N(C)Cc2ccccc2)n1	8	-6%	-20%	15%	-4%	3%	-17%
COCCN1C(=O)[C@H]2CN(Cc3ccc(C)o3)C[C@H]2C1=O	-17	-14%	-20%	16%	-25%	-3%	-13%
CCc1nc(-c2c3n(c(=O)n(Cc4cccc(C)c4)c2=O)CCCC3)no1	10	2%	4%	-23%	i	1%	2%
COc1ccc(C(=O)NCC(=O)OCc2cc(=O)n3nc(C4CCCCC4)sc3n2)cc1	-4	x	x	38%[activator]	x	1%	x
COCCCN1CN=C(NS(=O)(=O)c2ccc(NC(C)=O)cc2)NC1	9	x	x	-18%	x	1%	x

The final 3 compounds of the section before open the next one.
Molecule	IP6K1 inhibitor	Luciferase inh	NIH3T3 tox	SNCA expr inh	GPT2 inh	HEK293 viab	HEK cytotox
CCc1nc(-c2c3n(c(=O)n(Cc4cccc(C)c4)c2=O)CCCC3)no1	10	2%	4%	-23%	i	1%	2%
COc1ccc(C(=O)NCC(=O)OCc2cc(=O)n3nc(C4CCCCC4)sc3n2)cc1	-4	x	x	38%[activator]	x	1%	x
COCCCN1CN=C(NS(=O)(=O)c2ccc(NC(C)=O)cc2)NC1	9	x	x	-18%	x	1%	x
Cc1cc(Cl)ccc1NC(=O)CN1C(=O)C(=O)c2ccccc21	1	x	x	12%	x	-1%	x
COCCOC1CCOC2(CCN(C(=O)Cc3cccc(C)c3)CC2)C1 (configuration not stated)	7	1%	2%	-14%	i	3%[12.5 µM]	-7%
O=C(NCc1ccc(OC(F)(F)F)cc1)N1CCC2(CC1)CN(c1ccccc1)C2=O	4	6%	u	-3%	i	-3%	u
Cc1ccc(CNC(=O)CN2C(=O)CCn3nc(-c4ccccc4)cc32)cc1	17	x	x	-3%	x	-5%	x
CCN(CC)S(=O)(=O)c1ccc2c(c1)N(CC(=O)N(C)Cc1ccccc1)C(=O)CO2	10	x	x	14%	x	u	x
O=C(c1cc(F)cc(F)c1)N1CCC(c2n[nH]c(=O)n2-c2ccccc2)CC1	-2	2%	-14%	-15%	-16%	3%	2%
CC(=O)Nc1ccc(CN2C(=O)OC3(CCN(Cc4ccc(C(C)C)cc4)CC3)C2(C)c2ccccc2)cc1 (configuration not stated)	-8	1%	35µM*	u	0%	u	u
CCC1CCCCN1C(=O)Cn1c(=O)oc2cc(S(=O)(=O)N3CCCCC3)ccc21 (configuration not stated)	19	x	x	-6%	x	5%	x
Cc1ccc(NC(=O)N2CCN(c3cc(-c4noc(C)n4)ccc3C)CC2)c(C)c1	-13	x	x	36%[activator]	x	-1%	x
COc1ccc(N2CC(c3noc(-c4cccc(F)c4)n3)CC2=O)cc1OC (configuration not stated)	10	-4%	i	-14%	-6%	-7%	-7%
COc1ccc(N2CCN(S(=O)(=O)c3ccc(CC(C)C)cc3)CC2)cc1	-8	x	x	15%	x	0%	x
CCNC(=O)[C@@H]1C[C@H](NC(=O)CCOC)CN1Cc1ccc(F)cc1C	3	-3%	0%	6%	0%	u	i
Cc1cccc(N2CCN(c3cc(C)nc4c(-c5ccc(Cl)cc5)c(C)nn34)CC2C)c1 (configuration not stated)	-12	x	x	11%	x	2%	x
COc1ccc(C2C=C(c3ccccc3)Nc3nc(NS(=O)(=O)c4ccccc4)nn32)cc1 (configuration not stated)	16	x	x	0%	x	u	x
COc1ccc(CCNC(=O)CCS(=O)(=O)c2cc(Br)cc3c2N(C(C)=O)CC3)cc1OC	-7	x	x	27%	x	21%	x
COc1ccc2[nH]c(=O)c(CCC(=O)NCC(N)=O)cc2c1	12	-4%	-18%	-18%	4%	9%	u
CCOc1ccccc1CN1CCN(c2cc(C)nc(N)n2)CC1CCO (configuration not stated)	23	1%	u	3%	u	-20%	u
Cc1cccc(C)c1-c1nc(C(=O)N2CCN(c3ncccn3)CC2)n2ccccc12	13&9	u	40µM*!	-21%&101%	u	-2%&2%	u
Nc1nc2c(ncn2COCCO)c(=O)[nH]1	-13	x	x	-9%	u	0%	x
O=C(c1ccc(-c2cccc(O)c2)nc1)N1CCC(CCc2ccccc2)CC1	10	-13%	u	u	-3%	u	u
COc1cccc(OC)c1-c1nc(C)c(C)cc1C(N)=O	2	-7%	-7%	-12%	-2%	-7%	1%
COCC(=O)N[C@H]1C[C@@H](c2nc(-c3ccc(F)cc3)no2)N(C)C1	-12	-11%[172 µM]	-5%[174 µM]	10%[87.6 µM]	i	-1%[87.6 µM]	-4%[172 µM]
COc1ccccc1CC(=O)N1CC[C@@H]2NC(=O)[C@H]3C[C@H](NC(=O)C4CCC4)CN3C(=O)[C@H]21	-6	-5%	i	23%	5%	3%	0%
COc1cccc(CC(=O)NCc2ccc(Cl)s2)c1	-8	-6%	u	8%	i	6%	-12%
Fc1cccc(CSc2nc(NCCc3ccccc3)c3ccccc3n2)c1	6	x	x	-21%	x	u	x
O=c1cc(-c2ccccc2)n2c(SCc3c(F)cccc3Cl)nnc2[nH]1	-5	x	x	-12%	x	0%	x
O=C(c1ccccc1)N1CCOc2ccc(CN3CCc4ccccc4C3)cc2C1	-1	0%	u	u	i	-3%	45µM*
Cc1ccc(NC(=O)N2CCCC(N3C(=O)c4c(c(C)nn4-c4ccccc4)C3C)C2)cc1F (configuration not stated)	17	x	u	x	x	x	u
COc1ccc(-n2c(SCC(=O)N3CCC(C)CC3)nc3c([nH]c4ccccc43)c2=O)cc1	-9	x	x	1%	x	15%	x
CN(C)C(=O)C1CCc2nnc(CNC(=O)c3ccc(Cl)cc3Cl)n21 (configuration not stated)	-3	x	i	22%	i	3%	i
O=C(C1CC=CC1)N1CCC(N2C(=O)C(OCC3CC3)C23CCCCC3)CC1 (configuration not stated)	1	-7%	-18%	5%	-1%	3%	u
Cc1ccccc1CCC1CCCN(S(=O)(=O)c2cccnc2)C1 (configuration not stated)	7	8%	u	21%	-14%	8%	u
O=C(C1CC=CC1)N1CC(F)(F)C[C@H]1c1nc(-c2ncccn2)no1	7	-2%	-5%	-7%	1%	7%	-4%
COc1ccc(N2Cc3c(ncnc3N3CCC(N4CCCCC4)CC3)N(C)CC2=O)cc1	-9	5%	-13%	9%	i	3%	-1%
O=C(Cn1c2ncccc2c(=O)n1-c1ccccc1)Nc1ccc(F)c(F)c1	4	x	x	11%	x	-7%	x
CCC(=O)N1CCN(c2nc3c(s2)CC(C(=O)Nc2ccc4c(c2)OCO4)CC3)CC1 (configuration not stated)	10	-25%	u	17%	-20%	-5%	14µM*
CCOc1ccccc1NC(=O)N1CCC(Oc2ncccc2C(=O)N2CCCCC2)C1 (configuration not stated)	21	-4%	1%	-2%	-4%	1%	8%
O=[S+]1([O-])NC2(CCN(CC3CCCCC3)CC2)COc2ccccc21	-6	x	3%	5%	-12%	-2%	0%
CN1CCC(NC[C@H]2Cn3c(-c4ccc(F)cc4)cnc3CO2)CC1	4	-8%[172 µM]	u	7%[87.6 µM]	-5%[88.5 µM]	-3%[87.6 µM]	u
O=C(CN1Cc2nc(OCc3ccc(F)cc3)ccc2OCC1=O)N1CCCC1	-4	-4%[172 µM]	u	u	-4%[88.5 µM]	-10%[87.6 µM]	u
Cc1noc(C)c1Cn1cc2c3c(cccc31)[C@H](CC(C)C)N[C@H](C(=O)NCC1CC1)C2	-10	1%[172 µM]	u	-16%[87.6 µM]	-10%[88.5 µM]	-3%[87.6 µM]	u
O=C1Nc2ccccc2CC12CCN(CC1CCCCC1)CC2	6&-1	6%[172 µM]	-4%[138 µM]	6%[87.6 µM]	i	-7%[87.6 µM]	-1%[172 µM]
OCc1ccc(CN(Cc2ccc(CO)o2)C2(Cc3cc(-c4ccccc4)on3)COC2)o1	-6	-3%	-16%	3%	i	-8%	-24%
